Screens deposited in PubChem BioAssay by several laboratories.
SR-BI DiI inh = mouse SR-BI HDL lipid transfer inhibition; Q61009; ldlA[mSR-BI] CHO cells, DiI-HDL uptake fluorescence, 3 h; inhibition, % at 12.5 µM; actives 0.96% (n = 320,000); AID 488896;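 active means mean replicate inhibition of at least 70% and a set share of replicates each scoring 70 or more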;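 further: 0% = median of neutral control wells and 100% = median of positive control wells; values of inactives mirror those of a sister screen read the other way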
dFosB act = enhances mouse delta FosB homodimer DNA binding. AID 493131. P13346. actives 0.99% (n = 340,000). activation, % at 25 µM. purified delta FosB, TAMRA-CDK5 oligo fluorescence polarization; percent of positive-control signal above neutral wells;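 active means mean activation above about 17%, with every replicate also reaching it, limit read from the data, passing the limit was not always enough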;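 further: fluorescence polarization rise as delta FosB binds a TAMRA Cdk5 AP-1 oligo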
Pemphigus Ab inh = inhibitors of pemphigus antibody binding to human desmoglein-3; P32926; actives 0.48% (n = 310,000); DSG3-coupled beads, scFv-anti-DSG3-GFP binding, flow cytometry; stronger effect = lower value; binding (percent of control), % at 10 µM;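 active means binding more than 3 SD below its plate's average and above zero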;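 further: hits lower antibody fragment binding to DSG3; some compounds called inactive have numbers as strong as hits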
SUMO Mot1 rescue = inhibitors of SUMOylation pathway: yeast Mot1-301 growth rescue; S. cerevisiae Mot1-301 growth rescue, ATP luminescence, 38.5C; percent above DMSO median, 100 means doubled; growth rescue, % at 18.8 µM; actives 1% (n = 320,000); AID 2716;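 active means every valid replicate shows activation above 250% relative to neutral control wells; inactive means the rest, any valid replicate at or below 250%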;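 further: OY570 slx delta 5 strain wells were the positive control but not used for scaling; some compounds called inactive have numbers as strong as hits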
CDK5 p35 inh = CDK5/p35 (human) kinase inhibition. Recombinant CDK5/p35, ADP-Glo luminescence, 60 min. inhibition, % at 10 µM. actives 0.01% (n = 330,000). AID 488839;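 active means highest replicate inhibition of at least 50% and at least 75% of replicates reaching 50%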;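 further: plate controls were DMSO neutral control for no effect and GW8510 at 10 µM for full effect; many of its hits are not listed in these tables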
Target sequence (Q00535 whole entry, looked up): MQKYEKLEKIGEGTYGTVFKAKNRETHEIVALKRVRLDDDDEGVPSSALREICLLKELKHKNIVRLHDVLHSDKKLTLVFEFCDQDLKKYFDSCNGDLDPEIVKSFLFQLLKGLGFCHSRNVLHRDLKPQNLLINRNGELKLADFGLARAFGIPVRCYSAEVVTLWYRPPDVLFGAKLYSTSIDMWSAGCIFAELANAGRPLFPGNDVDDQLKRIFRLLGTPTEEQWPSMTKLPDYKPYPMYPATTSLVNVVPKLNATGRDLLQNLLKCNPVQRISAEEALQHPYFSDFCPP
Target sequence (Q15078 whole entry, looked up): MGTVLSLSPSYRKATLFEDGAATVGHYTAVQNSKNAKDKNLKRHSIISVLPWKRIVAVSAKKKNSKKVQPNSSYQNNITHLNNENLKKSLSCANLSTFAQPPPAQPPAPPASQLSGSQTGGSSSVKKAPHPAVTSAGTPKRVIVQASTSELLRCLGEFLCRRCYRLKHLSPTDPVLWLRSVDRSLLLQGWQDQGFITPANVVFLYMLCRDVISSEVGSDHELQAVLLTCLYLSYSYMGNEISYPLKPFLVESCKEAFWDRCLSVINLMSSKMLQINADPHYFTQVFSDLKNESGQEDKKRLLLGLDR
PKA-R2B activ = activates the human PKA-R2B holoenzyme complex; actives 0.079% (n = 340,000); activation, % at 11.4 µM; PKA-R2B holoenzyme dissociation, Cy5-IP20 fluorescence polarization; R2B truncated from residue 108, S112A mutant; 0% DMSO only, 100% 113 µM cGMP; AID 504700;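 active means activation above a cutoff set at the mean over all compounds plus 3 SD, cut at about 18% in these data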;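 further: higher means more holoenzyme dissociation and a rise in polarization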
Target sequence (P31323 whole entry, looked up, other chains not shown, the tested form may be a part): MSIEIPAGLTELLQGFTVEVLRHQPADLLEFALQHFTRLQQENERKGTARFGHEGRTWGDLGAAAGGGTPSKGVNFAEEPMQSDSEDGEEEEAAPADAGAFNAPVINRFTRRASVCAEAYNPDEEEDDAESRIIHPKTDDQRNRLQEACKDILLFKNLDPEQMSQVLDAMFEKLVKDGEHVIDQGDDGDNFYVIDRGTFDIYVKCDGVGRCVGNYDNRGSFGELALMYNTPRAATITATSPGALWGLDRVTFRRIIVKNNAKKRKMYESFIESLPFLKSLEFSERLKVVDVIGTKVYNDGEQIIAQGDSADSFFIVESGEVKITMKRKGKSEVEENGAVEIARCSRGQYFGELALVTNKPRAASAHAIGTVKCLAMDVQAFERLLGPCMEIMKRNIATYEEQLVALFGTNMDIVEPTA
MITF TRPM1 HTS = MITF TRPM1 promoter activation in melanoma cells | actives 0.75% (n = 300,000) | AID 588334 | activation, % at 12.5 µM | SK-MEL-5 TRPM1-promoter luciferase, 24 h; % of positive control, neutral wells = 0;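 active means mean activation of at least 80% with every replicate also reaching 80%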;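 further: 0% = neutral control wells and 100% = parthenolide positive control wells; values of inactives mirror those of a sister screen read the other way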
SR-BI DiI-HDL act = enhances SR-BI lipid uptake from DiI-HDL; activation, % at 12.5 µM; CHO ldlA[mSR-BI] cells, DiI-HDL uptake fluorescence, 3 h; 100 = double the neutral-control signal; actives 0.096% (n = 320,000);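 active means mean replicate activation of at least 60% and every replicate at or above 60%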;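 further: 0% = median plate neutral-control signal and 100% = twice that signal; values of inactives mirror those of a sister screen read the other way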
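system = CHO ldlA[mSR-BI] cells, LDL receptor-null, SR-BI overexpressing | medium = Ham's F12 with 0.5% BSA, HEPES 25 mM, pH 7.4 | probe or stimulus = DiI-HDL 10 µg/mL | compound dosing = single-point compound dose | incubation = compound exposure 3 h, 37 °C | technique = DiI fluorescence, bottom read | read-out = cell-associated DiI fluorescence as measure of HDL uptake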
Arrestin-AP2 inh = blocks beta-arrestin peptide binding to AP2 adaptin; FITC-arrestin peptide / GST-AP2 beads, flow cytometry; AP2 beta2 appendage carries R879A mutation; inhibition, % at 10 µM; actives 0.31% (n = 340,000); AID 504490;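 active means inhibition above a set limit, near 3 SD of compounds lacking own fluorescence, cut at about 54% in these data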;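 further: plate controls were DMSO wells for no effect and 5 µM unlabelled arrestin peptide for full effect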
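Material – GST-tagged AP2 beta2-adaptin appendage (R879A) on 4 µm glutathione beads · Probe or stimulus – fluorescein-tagged arrestin peptide at 50 nM final · Timing – 12 min plus 1 h, RT · Detection – bead flow cytometry, FITC channel · Read-out basis – inhibition as reduced fluorescein signal on beads, percent · Medium – PBS plus Tween 20 (0.05%) and BSA (0.1%)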
NSD2 inh = blocks human histone methyltransferase NSD2; NSD2 peptide methylation, AlphaScreen, 120 min; O96028; actives 0.54% (n = 310,000); inhibition, % at 12.5 µM; in the data active means inhibition above about 50%
PKA-R1A act = PKA-R1A complex activation; activation, % at 11.4 µM; actives 0.083% (n = 340,000); PKA-R1A dissociation, Cy5-IP20 fluorescence polarization; scaled: DMSO 0%, 113 µM cGMP 100%; P00514+P68181; AID 504707;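 active means percent activation above the mean of all tested compounds plus 3 SD, cut at about 19% in these data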;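 further: higher means more PKAc released from R1A so a rise in polarization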
* hit, by the source's call; · = no result given.

SMILES	SR-BI DiI inh	dFosB act	Pemphigus Ab inh	SUMO Mot1 rescue	CDK5 p35 inh	PKA-R2B activ	MITF TRPM1 HTS	SR-BI DiI-HDL act	Arrestin-AP2 inh	NSD2 inh	PKA-R1A act
COc1ccc(CCC(=O)N2CCCC(Nc3ccccc3)C2)cc1OC (configuration not stated)	-9	0	110	11	-0.3	-10	0	9	-4	-2	2
O=C(C1=C[C@@H](c2ccccc2)C[C@@H](OCc2ccc(CO)cc2)O1)N1CCCCCCC1	-20	-5	111	8	1.1	-6	3	20	-3	·	-6
Cc1ccc(-n2cc(CN3CCCN(C=O)CC3)c(-c3ccc(F)cc3)n2)cc1	25	6	99	6	2.5	0	19	-25	-1	0	-2
O=C(Nc1ccccc1)/C(=C\c1ccco1)NC(=O)c1ccco1	9	-4	94	-17	-0.5	-10	-13	-9	1	0	-1
COc1ccccc1N1CCN(C(=O)CN(C2CCCCC2)S(C)(=O)=O)CC1	15	-2	112	28	0.8	-1	-1	-15	6	0	3
Cc1c(O)ccc(C(=O)CN2C(=O)c3ccccc3C2=O)c1O	-18	-8	·	876*	-1.0	1	12	·	17	·	0
CCc1cc(=O)[nH]c(SCCC(F)=C(F)F)n1	-10	0	101	-3	0.7	-2	8	10	-5	-2	8
CCOC(=O)CSc1nnc(NCC(=O)OC)c(=O)[nH]1	-13	6	104	29	0.8	-10	4	13	7	-2	-1
CCCC(=O)Nc1nc2ccc(S(N)(=O)=O)cc2s1	-7	-9	98	-4	1.0	-4	12	7	-2	·	-8
COc1ccccc1CNC(=O)COC(=O)c1cc(-c2ccco2)nc2ccccc12	36	-10	97	6	-0.6	-5	-8	-36	-21	·	13
CC1=C(C(=O)Nc2ccccc2)C(c2ccc(C)o2)n2c(s/c(=C/c3ccccc3)c2=O)=N1 (configuration not stated)	-1	-12	108	-2	1.0	-3	10	1	-5	-2	-5
COCc1nnc(NC(=O)CCN2C(=O)c3ccccc3C2=O)s1	-1	3	95	63	2.7	2	-5	1	4	0	-5
CCOC(=O)Cc1csc(NC(=O)c2ccc(C)c(S(=O)(=O)N3CCOCC3)c2)n1	43	-13	103	·	-1.2	-8	-12	-43	3	0	-4
CCSc1ccc([C@@H]2[C@@H]3C(=O)N(CC)C(=O)[C@@H]3[C@]3(C(=O)OC)CCCCN23)cc1OC	-15	-3	108	-2	-0.9	-2	5	15	3	·	-18
O=C(/C=C/c1ccc2c(c1)OCO2)NCCCN1CCOCC1	-17	10	115	-11	-1.6	-4	2	17	-9	1	-11
CCOC(=O)C1(CCOc2ccccc2)CCN(Cc2ccc(F)c(OC)c2)CC1	35	-15	104	-8	-2.0	-6	-24	-35	-10	0	6
COc1ccc(OC)c(Cc2nnc(CCC(=O)NCc3ccc(C)s3)o2)c1	15	0	106	-5	-2.3	-6	9	-15	-13	-4	-14
COc1ccccc1NS(=O)(=O)c1cc(C(=O)N2CC(C)CC(C)C2)ccc1C (configuration not stated)	11	-20	98	10	-7.3	-8	6	-11	10	1	-6
O=Cc1cn(CCC(=O)O)nc1-c1cc2ccccc2o1	-21	3	98	88	-1.3	-2	0	21	0	9	-11
CC1=C(C)CC(C(=O)NC(C)CCc2ccccc2)C(C(=O)O)C1 (configuration not stated)	-16	-7	98	148	-0.8	4	2	16	9	1	-3
Cc1cc(C(=O)COC(=O)C2CCN(C(=O)c3ccc(Cl)cc3)CC2)c(C)n1CC1CCCO1 (configuration not stated)	39	-5	106	229	0.0	-9	25	-39	-34	-3	4
Cc1ccc(C(=O)CCC(=O)NCc2ccc(Cl)cc2)cc1	-9	-8	107	24	1.1	-5	2	9	6	-4	3
O=C(NCc1ccccc1)C(C(=O)c1ccc(F)cc1)n1ccccc1=O (configuration not stated)	-12	-8	·	-10	-0.1	-1	-8	12	11	0	10
O=C(N/N=C/c1ccccc1OC(F)F)c1cc(-c2ccncc2)nc2ccccc12	90*	-18	100	-11	-0.8	-3	-24	-90	-4	-1	7
CCCCOc1ccc(C(=O)OCC(=O)c2c(N)n(C)c(=O)n(C)c2=O)cc1	32	-5	97	21	1.0	-11	11	-32	-8	-3	-4

The closing seven records of the part above lead into the next.
SMILES	SR-BI DiI inh	dFosB act	Pemphigus Ab inh	SUMO Mot1 rescue	CDK5 p35 inh	PKA-R2B activ	MITF TRPM1 HTS	SR-BI DiI-HDL act	Arrestin-AP2 inh	NSD2 inh	PKA-R1A act
O=Cc1cn(CCC(=O)O)nc1-c1cc2ccccc2o1	-21	3	98	88	-1.3	-2	0	21	0	9	-11
CC1=C(C)CC(C(=O)NC(C)CCc2ccccc2)C(C(=O)O)C1 (configuration not stated)	-16	-7	98	148	-0.8	4	2	16	9	1	-3
Cc1cc(C(=O)COC(=O)C2CCN(C(=O)c3ccc(Cl)cc3)CC2)c(C)n1CC1CCCO1 (configuration not stated)	39	-5	106	229	0.0	-9	25	-39	-34	-3	4
Cc1ccc(C(=O)CCC(=O)NCc2ccc(Cl)cc2)cc1	-9	-8	107	24	1.1	-5	2	9	6	-4	3
O=C(NCc1ccccc1)C(C(=O)c1ccc(F)cc1)n1ccccc1=O (configuration not stated)	-12	-8	·	-10	-0.1	-1	-8	12	11	0	10
O=C(N/N=C/c1ccccc1OC(F)F)c1cc(-c2ccncc2)nc2ccccc12	90*	-18	100	-11	-0.8	-3	-24	-90	-4	-1	7
CCCCOc1ccc(C(=O)OCC(=O)c2c(N)n(C)c(=O)n(C)c2=O)cc1	32	-5	97	21	1.0	-11	11	-32	-8	-3	-4
Cc1ccc(NC(=S)NCc2ccc(S(N)(=O)=O)cc2)cc1Cl	-12	-10	106	-13	-0.2	-6	-1	12	-15	4	6
COc1ccc(C(=O)Cc2cc(OC)c(OC)cc2[N+](=O)[O-])cc1	-5	-4	93	53	3.5	-7	55	5	5	-4	6
COCCn1c(SCC(=O)c2c(N)n(C3CC3)c(=O)[nH]c2=O)nnc1-c1ccc(Cl)cc1	-14	21*	·	1	-0.6	9	10	14	25	3	3
COc1ccccc1NC(=O)C12CC3CC(C1)CC(c1ccc(C)cc1)(C3)C2	-15	0	106	3	-0.4	-7	-1	15	31	-1	6
CC(C)N1CCN(CCCc2ccccc2)CC1CCO (configuration not stated)	-2	8	117	-15	-0.3	6	·	2	24	2	-5
CN(C1CCCCC1)S(=O)(=O)c1cn(C)c(=O)n(C)c1=O	-10	3	·	-8	2.6	-2	-4	10	-4	0	-2
O=C(NCc1ccc(F)cc1)c1ccc2c(=O)n3c(nc2c1)CCCCC3	18	-5	109	-9	-0.3	8	·	-18	2	·	-14
O=C1CSC(=S)N1c1ccc(Cl)c(Cl)c1	-23	7	100	9	-1.1	5	-5	23	-1	-7	-6
CC12CCC(C(=O)NC(c3ccccc3)c3ccccc3)(OC1=O)C2(C)C (configuration not stated)	-33	-2	97	18	-0.4	-1	-2	33	-7	0	-5
CCOc1ccccc1CNc1nc2nc3c(c(=O)n2[nH]1)CCC3	-19	3	·	213	0.5	5	-5	19	1	-2	5
COc1ccc(C(=O)NCc2ccc(C)cc2)cc1S(=O)(=O)N1CCCc2ccccc21	15	-7	·	-20	-0.6	-5	·	-15	-4	-1	-2
CC(Oc1ccccc1)C(=O)Nc1nnc(S(=O)(=O)N2CCCCCC2)s1 (configuration not stated)	-3	4	103	21	-0.5	-9	-7	3	-4	·	-9
NC(=O)c1ccsc1NC(=O)COC(=O)c1ccc(Cl)nc1	6	0	59*	6	0.1	1	6	-6	25	-14	-9
O=C(c1ccc(C(=O)N2CCOCC2)s1)N1CCOCC1	-1	7	95	9	1.2	3	14	1	-2	25	-3
CC(C)CCN1CCN(Cc2ccc(Oc3ncccn3)cc2)CC1CCO (configuration not stated)	·	-3	103	13	-1.3	-8	5	·	8	·	8
O=C(O)/C(=C\c1ccccc1OC(F)F)c1ccc(-c2ccccc2)cc1	-3	-10	109	4	-0.5	-1	-35	3	-7	3	0
Cc1ccccc1Cn1nnc2c1C(=O)c1ccccc1C2=O	-10	4	·	-13	-1.2	7	·	10	3	1	-18
O=C(c1ccc(COCC(F)(F)F)cc1)N1CCN(c2ccccn2)CC1	0	-5	97	-7	-7.4	-1	·	0	11	-4	-2
OCC1(CCOc2ccccc2)CCN(Cc2cn[nH]c2-c2ccccc2)CC1	0	-9	108	11	-7.6	-5	13	0	-3	1	-6
CC(C)(C)c1[nH]nc2c1C(c1ccncc1)C(C#N)=C(N)O2 (configuration not stated)	7	1	102	7	-1.0	9	-10	-7	2	0	-15
Nc1c(NCc2ccccc2F)c(=O)[nH]c(=O)n1Cc1ccccc1	1	4	·	11	0.2	2	0	-1	5	0	-4
O=C1CC(c2ccc(S(=O)(=O)NCCOc3ccccc3)cc2)CN1 (configuration not stated)	-36	-5	96	22	-3.4	-5	-10	36	5	4	1
Cc1ccc(-c2csc(N=C(N)N)n2)cc1	-5	-1	103	-14	1.6	6	·	5	-21	2	-5
Cn1c(SCC(=O)Nc2cccc3ccccc23)nc(O)cc1=O	-39	-4	·	24	-1.8	-2	-9	39	8	2	-6
N#Cc1c(N)n(-c2ccc(C(=O)O)cc2)c2nc3ccccc3nc12	·	-6	89	10	-1.2	-6	-10	·	-10	74*	3
